# Source: PubChem
# TNAP act DEA: activates human TNAP at intermediate phosphate acceptor concentration; P05186; purified TNAP, CDP-star luminescence, 100 mM DEA, 30 min; active compounds read high; scale: 0 levamisole-inhibited, 1 vehicle-only enzyme; activation factor at 20 µM; 64,000 tested, under 10 active; AID 813;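 active means activation factor of at least 2 at 20 µM, relative to controls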
# Ecoli tolC: E. coli tolC mutant growth inhibition. E. coli BW25113 tolC mutant growth, OD615. growth inhibition, % at 10 µM (by protocol). 65,000 tested, 2.2% active;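 active means growth inhibition at or above a cutoff equal to the mean over every tested compound plus 3 SD, cut at about 60% in these data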;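 further: growth measured after 20 h incubation at 37 °C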
#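 Test system: E. coli BW25113 ΔtolC::kan bacteria; incubation: 37 °C, 20 h exposure; medium: LB broth supplemented with 50 µg/mL kanamycin; read-out basis: percent growth inhibition; signal: A615 absorbance measurement; compound: 10 µM final, single dose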
# HEK293 NFkB inh: inhibitors of the PMA/ionomycin-induced NF-kB reporter in HEK293 cells; HEK-293 NF-kB luciferase reporter, luminescence; inhibition, % at 3 µM; 62,000 tested, 0.21% active; AID 465;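 active means inhibition above the mean of all tested compounds plus 3 SD, cut at about 40% in these data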;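 further: 0% = stimulated DMSO wells and 100% = 10 µM reference inhibitor 5653914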
#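 Reagent: PMA plus ionomycin mix as NF-kB-activating stimulus. Assay system: NF-kB luciferase reporter HEK-293 cells. Technique: luminescence from luciferase substrate reagent. Incubation: 1 h compound pre-incubation, 16 h PMA/ionomycin at 37 °C. Benchmarks: DMSO only as uninhibited control, 10 µM reference inhibitor as full inhibition. Repeats: tested once.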
# SF1 activator: SF-1 (human) activation; Q13285; CHO-K1 Gal4-SF-1 LBD luciferase reporter; % increase over DMSO SF-1-specific signal; activation, % at 10 µM; 65,000 tested, 1.9% active;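 active means activation above the mean activation of all tested compounds plus 3 SD, cut at about 50% in these data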
# Target sequence (Q13285 whole entry, looked up, the tested form may be a part): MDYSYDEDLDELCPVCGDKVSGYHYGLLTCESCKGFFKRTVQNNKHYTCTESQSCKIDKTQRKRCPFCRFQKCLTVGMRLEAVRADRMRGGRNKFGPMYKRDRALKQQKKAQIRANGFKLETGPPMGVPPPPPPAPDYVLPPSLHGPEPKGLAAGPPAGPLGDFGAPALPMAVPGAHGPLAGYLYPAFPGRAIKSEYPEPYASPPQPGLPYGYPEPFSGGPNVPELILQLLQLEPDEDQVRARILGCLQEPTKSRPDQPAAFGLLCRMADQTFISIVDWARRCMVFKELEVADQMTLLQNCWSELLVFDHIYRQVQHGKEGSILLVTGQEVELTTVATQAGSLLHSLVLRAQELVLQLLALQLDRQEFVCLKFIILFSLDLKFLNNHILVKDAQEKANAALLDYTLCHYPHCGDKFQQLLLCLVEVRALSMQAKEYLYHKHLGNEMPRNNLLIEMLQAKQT
#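 Compound – one dose, 10 µM compound, 1% DMSO · Test system – transient Gal4-SF-1 LBD reporter, CHO-K1 · Input – 4,000 cells in each well · Read-out basis – percent activation relative to DMSO median and mock-transfected background · Replicates – single measurement per compound · Technique – steady-glow luciferase luminescence, read after 15 min reagent incubation · Timing – 20 h compound treatment, 37 °C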
# D1 allo mod: allosteric modulators of human D1 dopamine receptor | B-score at 10 µM | P21728 | HEK293 D1, CRE-luciferase, dopamine EC30 potentiation; actives deviate in either direction | AID 641 | 58,000 tested, 5.9% active;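 active means luminescence count or its row- and column-corrected plate score outside the 99.7% band of the plate's sample wells, on either side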
# Target sequence (P21728 whole entry, looked up): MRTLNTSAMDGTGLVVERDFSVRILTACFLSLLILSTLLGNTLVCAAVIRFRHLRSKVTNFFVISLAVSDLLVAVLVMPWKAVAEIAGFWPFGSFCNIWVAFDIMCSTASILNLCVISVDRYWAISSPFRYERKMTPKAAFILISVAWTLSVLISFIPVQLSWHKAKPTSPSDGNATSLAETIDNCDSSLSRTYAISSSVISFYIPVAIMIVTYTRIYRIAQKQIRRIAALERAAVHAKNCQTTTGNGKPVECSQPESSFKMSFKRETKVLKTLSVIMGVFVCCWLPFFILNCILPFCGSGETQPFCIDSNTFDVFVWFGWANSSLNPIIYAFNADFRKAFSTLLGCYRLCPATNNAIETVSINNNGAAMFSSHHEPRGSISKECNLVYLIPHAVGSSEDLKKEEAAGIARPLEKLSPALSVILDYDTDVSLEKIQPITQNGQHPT
# M1 antagonist: M1 muscarinic receptor (rat) antagonism; CHO-M1 cells, Fluo-4 calcium, ACh EC80 antagonist mode; active compounds read low; AID 628; 64,000 tested, 3.4% active; B-score at 10 µM;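 active means calcium fluorescence response, raw or row-and-column corrected B-score, differing from the plate sample mean either way at a set confidence level, mostly lower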
# Jurkat tox 60K: reduces viability or proliferation of Jurkat cells | Jurkat E6.1 viability, ATP luminescence, 48 h | inhibition, % at 4 µM | 56,000 tested, 1.2% active;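 active means inhibition above the mean inhibition of all tested compounds plus 3 SD, cut at about 28% in these data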
# M1 ag: activates the M1 muscarinic receptor | CHO-M1 cells, Fluo-4 calcium fluorescence, agonist mode; active compounds read high | B-score at 10 µM | 64,000 tested, 3% active | AID 626;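 active means fluorescence rise, raw or as B-score row- and column-corrected plate score, outside the 99.7% band of its plate's samples, either direction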
# NADH enzymes: inhibitors of enzymes used to reach an NAD/NADH endpoint | IC50, µM (doses to about 10 µM), without a hit: at the highest dose inhibition | 65,000 tested, 0.02% active | coupled PK/LDH NADH assays, four targets;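 active means single-dose screening hits from any of four coupled enzyme assays that gave an IC50 when retested across doses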;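 further: the DPM-DC format reads NADH fluorescence rather than 340 nm absorbance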
# Starred values were filed as active, the others as inactive; . = not tested or not shown.
SMILES,TNAP act DEA,Ecoli tolC,HEK293 NFkB inh,SF1 activator,D1 allo mod,M1 antagonist,Jurkat tox 60K,M1 ag,NADH enzymes
CC(=O)c1c(C(C)=O)c(C)n(NC(=O)c2ccncc2)c1C,1,11.0,.,-5.3,.,-0.431,.,0.71,3.0%
Cc1oc(C)c(C(=O)NCCCC(=O)O)c1C(=O)NCCCC(=O)O,1,-20.2,7.3,4.3,-0.325,0.598,-3.9,0.203,5.0%
Cc1cc(C)nc(NC2=NC3CCCCC3N2)n1 (configuration not stated),1,-3.8,0.0,5.7,-0.132,-0.179,3.4,-0.804,4.0%
Cc1ccc(-c2noc(CCC(=O)NCCN3CCOCC3)n2)cc1,0.9,-18.3,-8.7,4.6,-0.0105,0.577,-1.2,-0.348,10.0%
O=C(Cc1ncn[nH]1)NCCc1ccccc1,0.9,-6.7,-1.3,5.1,.,-0.651,-4.6,-0.858,3.0%
CCn1c(CSc2nccn2C)nc2cc(C(=O)O)ccc21,0.9,-5.8,-7.8,-6.3,-0.767,0.218,7.3,7.24*,2.0%
CCCn1nnc(NCc2ccc(OCc3cccs3)c(OC)c2)n1,0.8,-2.3,14.4,-0.9,.,0.357,-3.5,0.343,1.0%
c1cn(C23CC4CC(CC(C4)C2)C3)cn1,0.9,11.2,10.7,-17.7,-1.29,-0.0518,2.9,0.0529,1.0%
COc1ccc(C)cc1N(CC(N)=O)S(=O)(=O)c1ccc(C)cc1,1,-17.2,14.8,5.6,-0.0783,.,0.6,.,4.0%
C=C(C)CSCc1nc2ccccc2[nH]1,1,10.6,11.5,3.2,-1.29,-0.951,8.3,-0.0836,2.0%
CCOC(=O)C(CCOc1cccc(CC)c1)C(=O)OCC,0.9,13.0,9.5,-10.6,0.741,0.312,-8.5,0.0179,5.0%
COc1cc(OC)c(NC2=NCCCCC2)cc1Cl,1,-17.3,9.3,1.3,-0.824,-1.51,-5.5,-0.00373,3.0%
Clc1ncn(C23CC4CC(CC(C4)C2)C3)n1,0.9,-0.9,20.0,6.0,.,0.529,-0.8,0.645,3.0%
O=C(NCCC1=CCCCC1)c1cnsn1,0.9,11.5,6.2,22.1,1.01,-0.17,6.2,0.0288,6.0%
COc1cccc(CNC(=O)c2cc3ccccn3n2)c1,1,2.0,7.4,7.6,0.869,-0.0312,0.7,-0.227,7.0%
N#CCc1ccc(NS(=O)(=O)c2ccc(N3CCCC3=O)cc2)cc1,0.9,0.0,23.8,-12.0,0.374,0.201,-1.7,-1.05,1.0%
CCOc1cc(CN2CCN(c3ccc(C(C)=O)cc3)CC2)ccc1OC,1,-10.2,17.2,2.4,0.703,-0.493,-0.8,-1.45,15.0%
O=C(Cn1c(=O)[nH]c2ccsc2c1=O)N1CCN(c2ccc(F)cc2)CC1,0.8,-13.7,18.7,-4.0,0.0164,-0.411,.,0.0033,3.0%
CC(=O)OC(/C(O)=C(\C#N)c1nc2ccccc2[nH]1)c1ccccc1 (configuration not stated),1,-5.1,-2.5,-0.1,-2.33,-0.025,-1.4,-0.768,5.0%
CCCSc1nnc(N2C(=O)CC(c3ccsc3)C3=C2CCCC3=O)s1 (configuration not stated),0.8,5.9,16.3,-19.4,3.36,-0.0134,-11.7,0.142,1.0%
COc1ccccc1-c1nc(SCc2ccccn2)n[nH]1,0.2,27.6,-0.9,16.1,-0.271,-0.0761,4.2,-0.0352,2.0%
Cc1noc(NS(=O)(=O)c2ccc(NC(=O)c3cnc4n(c3=O)CCS4)cc2)c1C,.,0.1,11.5,-0.5,0.259,-0.0273,-3.0,0.551,7.0%
COc1ccc(N2CCN(c3nc(NC(C)(C)C)nc(N4CCCCC4)n3)CC2)cc1,0.9,-6.3,24.5,-19.8,0.534,-0.457,-2.7,-0.974,3.0%
O=C(Nc1ccc2c(c1)OCO2)C1CCCN1C(=O)NCc1ccccc1 (configuration not stated),0.9,-7.7,9.4,0.6,0.0201,-0.0372,-5.6,0.249,7.0%
N#Cc1ccccc1Cn1c(-c2cscn2)nc2ccccc21,0.9,-0.9,18.8,-4.5,13.4*,0.0553,5.1,0.88,1.0%
CCOCCCNS(=O)(=O)c1ccc2c(c1)CCN2C(=O)CC,0.9,-3.2,9.7,-5.1,-0.721,2.26,.,-1.13,8.0%
Fc1ccc(-c2noc(C3CCN(Cc4cccnc4)CC3)n2)cc1,0.9,-4.1,20.6,5.7,.,.,6.0,.,1.0%
Cc1ccc(NC(=O)CSc2nnc(CSc3nc(C)cc(C)n3)n2Cc2ccco2)c(C)c1,1,2.5,16.7,5.3,1.27,-0.0305,1.7,1.89,1.0%
CC(Oc1ccc(Cl)cc1Cl)C(=O)NCCN1CCOCC1 (configuration not stated),0.9,6.3,5.7,-13.3,4.09,-1.47,0.8,0.286,2.0%
CCCC1C(c2ccccc2)C(C#N)(C#N)C2(C#N)CC1(N)NC2=O (configuration not stated),0.8,-3.9,-3.3,-4.9,0.0237,1.34,-5.6,-0.026,6.0%

# Limited to NADH enzymes, for some of the entries so far:
canonical_smiles	NADH enzymes
Cc1ccc(NC(=O)CSc2nnc(CSc3nc(C)cc(C)n3)n2Cc2ccco2)c(C)c1	1.0%
CCCC1C(c2ccccc2)C(C#N)(C#N)C2(C#N)CC1(N)NC2=O (configuration not stated)	6.0%
Fc1ccc(-c2noc(C3CCN(Cc4cccnc4)CC3)n2)cc1	1.0%
COc1ccccc1-c1nc(SCc2ccccn2)n[nH]1	2.0%
Cc1noc(NS(=O)(=O)c2ccc(NC(=O)c3cnc4n(c3=O)CCS4)cc2)c1C	7.0%
CCOCCCNS(=O)(=O)c1ccc2c(c1)CCN2C(=O)CC	8.0%
COc1ccc(N2CCN(c3nc(NC(C)(C)C)nc(N4CCCCC4)n3)CC2)cc1	3.0%

# Continued.
SMILES,TNAP act DEA,Ecoli tolC,HEK293 NFkB inh,SF1 activator,D1 allo mod,M1 antagonist,Jurkat tox 60K,M1 ag,NADH enzymes
O=C(c1ccco1)N1CCN(c2ccc(S(=O)(=O)N3CCCC3)cc2)CC1,1,-1.9,13.2,-19.6,0.536,0.254,9.8,0.0207,6.0%
c1ccc(-c2nc(N3CCCCCC3)c3ccccc3n2)nc1,0.9,100.0*,10.7,-86.4,2.88,-1.56,72.2*,-1.55,8.0%
CCc1c(C)n2nc(C)cc2[nH]c1=O,0.9,-17.9,-1.8,22.2,-0.00372,0.035,3.2,0.000755,8.0%
COc1ccc(C(=O)c2ccc(N3CCOCC3)cc2)c(OC)c1,0.9,12.9,.,18.1,.,0.0386,.,-0.206,7.0%
CCOC(=O)C1=C(N)c2ccccc2CC1C(C)C (configuration not stated),0.8,9.8,.,-4.1,-0.777,-0.0289,.,0.0155,1.0%
Cc1cc(NCCCN2CCOCC2)n2ncc(-c3ccccc3)c2n1,0.9,-2.4,-26.2,107.2*,-1.23,0.0179,-4.7,1.02,12.0%
CC(C(=O)NCC1CCCO1)N(C(=O)c1snc(C(N)=O)c1N)c1cccc(F)c1 (configuration not stated),1,3.0,17.6,-3.6,-0.156,-0.451,-1.2,-0.978,20.0%
CCC(=O)N(CCO)Cc1cc2ccc(C)c(C)c2[nH]c1=O,0.9,-15.9,-6.8,-12.7,0.383,0.872,-3.1,-1.1,10.0%
Cn1c2c(c(=O)n(C)c1=O)CN(CCCN1CCOCC1)CN2,0.9,-8.0,9.5,-6.9,-0.708,-2.72,-3.4,-0.37,2.0%
O=C(NCC1c2ccccc2CCN1C(=O)CN1CCOCC1)C1CCCCC1 (configuration not stated),1,-26.3,4.6,-7.5,-0.746,1.16,-5.9,0.26,7.0%
COc1ccc(NC(=O)Cc2cccs2)c(OC)c1,0.9,-15.1,12.2,-14.4,-0.0783,.,-4.3,.,1.0%
CC1(C)Cc2c(sc3nc(SCC(=O)O)[nH]c(=O)c23)CO1,0.9,-5.1,18.8,-2.1,-0.614,0.046,-5.5,0.0303,6.0%
CCOCC(=O)Nc1ccc(S(=O)(=O)NCCc2ccccc2)cc1,0.9,8.5,12.0,-1.1,-0.0273,-0.101,7.8,-2.51,4.0%
C=C(C)COc1ccc2oc(C)c(C(=O)OCCOC)c2c1,0.9,14.2,8.1,18.5,0.451,-0.44,6.6,-0.288,4.0%
CC(C)(C)c1cc(Cc2ccccc2)[nH]n1,0.9,28.5,20.8,3.0,-0.00775,0.883,2.2,0.413,4.0%
CN1CCOc2cc(S(=O)(=O)Nc3ccc(F)cc3)ccc21,0.9,27.5,5.5,-6.2,-0.449,0.43,4.1,0.8,5.0%
Cc1ccc(N2CC(C(=O)Nc3ccc4c(c3)OCO4)CC2=O)cc1 (configuration not stated),0.9,-9.3,-1.5,-1.1,0.0963,-0.156,3.0,0.501,3.0%
CC(=O)Nc1ccc(S(=O)(=O)NCC2CCC(C(=O)N3CCCCCC3)CC2)cc1 (configuration not stated),0.9,-6.3,7.1,-4.7,-0.403,0.126,-0.5,-0.322,7.0%
O=C(COc1ccccc1)N1CCNC1=O,0.9,.,5.3,-7.5,-0.299,0.833,1.4,0.00443,10.0%
Cc1ccc(NC2SC(=O)N(Cc3cccc(C(=O)O)c3)C2=O)cc1 (configuration not stated),0.9,-3.3,8.9,-10.4,-0.439,0.02,-6.3,-0.208,6.0%
O=C(CN(C(=O)CCC(=O)Nc1nccs1)c1ccc(F)c(Cl)c1)NCc1ccco1,0.9,-20.0,5.0,4.6,0.29,0.471,-4.6,1.66,6.0%
CCc1c(C)[nH]c2ccccc2c1=O,1.1,-9.0,9.1,-6.3,-0.576,-0.156,1.8,0.609,4.0%

# Compound profiles (already shown).
# CN1CCOc2cc(S(=O)(=O)Nc3ccc(F)cc3)ccc21 is listed with TNAP act DEA = 0.9; Ecoli tolC = 27.5; HEK293 NFkB inh = 5.5; SF1 activator = -6.2; D1 allo mod = -0.449; M1 antagonist = 0.43; Jurkat tox 60K = 4.1; M1 ag = 0.8; NADH enzymes = 5.0%
# O=C(COc1ccccc1)N1CCNC1=O is listed with TNAP act DEA = 0.9; Ecoli tolC = .; HEK293 NFkB inh = 5.3; SF1 activator = -7.5; D1 allo mod = -0.299; M1 antagonist = 0.833; Jurkat tox 60K = 1.4; M1 ag = 0.00443; NADH enzymes = 10.0%
# Cc1ccc(N2CC(C(=O)Nc3ccc4c(c3)OCO4)CC2=O)cc1 (configuration not stated) is listed with TNAP act DEA = 0.9; Ecoli tolC = -9.3; HEK293 NFkB inh = -1.5; SF1 activator = -1.1; D1 allo mod = 0.0963; M1 antagonist = -0.156; Jurkat tox 60K = 3.0; M1 ag = 0.501; NADH enzymes = 3.0%
